HePTP inhibitor: human HePTP phosphatase inhibition | P35236 | recombinant HePTP phosphatase activity, OD absorbance | inhibition, % at 20 µM | 0.64% of 110,000 active | AID 521; in the data active = inhibition above about 50%;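 also: plate controls were vehicle for no effect and reference inhibitor for full effect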
BAP1 block: blocks human BAP1 ubiquitin-AMC hydrolysis; Q92560; recombinant BAP1, Ub-AMC hydrolysis fluorescence kinetic; stronger effect = lower value; activity remaining (% of control), % at 20 µM; 0.48% of 72,000 active; AID 436;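 active = activity remaining at or below 50% of control, provided the compound also passes the data quality filters; inactive = the rest, including low values that fail the filters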;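 also: 100% = DMSO wells rate and 0% = substrate alone blank rate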
Target sequence (Q92560 whole entry, looked up): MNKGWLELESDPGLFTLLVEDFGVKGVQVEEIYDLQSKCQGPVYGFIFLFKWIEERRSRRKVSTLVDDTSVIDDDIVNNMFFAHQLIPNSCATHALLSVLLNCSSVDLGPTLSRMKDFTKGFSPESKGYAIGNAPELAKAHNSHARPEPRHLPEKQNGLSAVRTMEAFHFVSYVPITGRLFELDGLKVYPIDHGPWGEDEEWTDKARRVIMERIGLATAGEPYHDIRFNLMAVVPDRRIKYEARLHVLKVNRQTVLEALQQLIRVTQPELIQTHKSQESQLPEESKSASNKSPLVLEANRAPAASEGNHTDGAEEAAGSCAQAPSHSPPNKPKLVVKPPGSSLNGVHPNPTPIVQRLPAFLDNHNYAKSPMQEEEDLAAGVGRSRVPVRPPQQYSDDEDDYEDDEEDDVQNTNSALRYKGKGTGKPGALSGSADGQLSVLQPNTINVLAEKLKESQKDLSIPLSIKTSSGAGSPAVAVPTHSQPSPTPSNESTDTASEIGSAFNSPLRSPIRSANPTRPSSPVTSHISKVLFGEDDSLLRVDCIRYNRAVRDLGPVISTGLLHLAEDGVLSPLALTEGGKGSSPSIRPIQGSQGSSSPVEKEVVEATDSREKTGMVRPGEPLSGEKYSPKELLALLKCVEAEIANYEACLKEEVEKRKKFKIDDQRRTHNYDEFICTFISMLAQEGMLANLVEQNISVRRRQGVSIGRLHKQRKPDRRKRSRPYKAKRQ
Active calls of the source: *; . = no result given. Rows were taken by chance; about 0.79% have a hit in one of these screens.

item | HePTP inhibitor | BAP1 block | mol
1 | 4 | . | Cc1ccc(OCCOCCOc2ccc(Br)cc2/C=N\NC(=O)c2ccncc2)cc1
2 | . | 96 | NCCNC(=O)c1ccc(Cl)cc1
3 | 4 | 87 | CCc1c(O)nc(SCC(=O)N2CCCCC2)n(-c2ccccc2C)c1=O
4 | -11 | . | COc1ccccc1CC(=O)N1CCN(c2ccc([N+](=O)[O-])cc2)CC1
5 | 5 | 124 | O=C(CSCC(=O)N1CCCCC1)OCC(=O)c1c[nH]c2ccccc12
6 | -10 | 86 | CCCc1nnc(NC(=O)Nc2ccccc2OC)s1
7 | 6 | 76 | COc1ccc(C(=O)NC2CCCCC2)cc1S(=O)(=O)N1CCOCC1
8 | 12 | 89 | COc1cccc(-c2nc(CS(=O)(=O)CC(=O)N3CCN(C)CC3)c(C)o2)c1
9 | . | 90 | CC(C)C(=O)c1c(C(C)C)nn2ccccc12
10 | 5 | . | COc1ccc(NC(=O)NCCOc2cccc3ccccc23)cc1OC
11 | 4 | 81 | Oc1c(C(c2ccccc2)N2CCN(Cc3ccccc3)CC2)sc2ncnn12 (stereo not drawn)
12 | -10 | 88 | CN=C(NC#N)SCC(=O)c1ccc(Cl)cc1Cl
13 | 11 | 110 | Cc1ccc2nc(/C(C#N)=N/O)[nH]c2c1
14 | -9 | . | Cc1cc(C)nc(N2CCN(c3nc(C)nc4c3oc3ccccc34)CC2)n1
15 | -5 | 76 | Cc1ccc(Nc2nc(C3CC3)cs2)cc1
16 | 8 | 103 | O=C(C1CC1)N1CCN=C1SCc1cccc(F)c1
17 | 4 | 82 | Cn1c(=O)[nH]c2cc(Cl)cnc21
18 | 3 | . | O=C(c1ccccc1F)N1CCN(c2c(Cl)cccc2[N+](=O)[O-])CC1
19 | -7 | . | Cc1ccc2oc(C(=O)Nc3ccc(-c4nc5ccccc5o4)cc3)c(C)c2c1
20 | 9 | 76 | N#CC1=C(SCC(=O)NC2CCCCC2)NC(=O)CC1c1ccco1 (stereo not drawn)

Nos. 1 to 5 of the list above:
item | HePTP inhibitor | BAP1 block | mol
1 | 4 | . | Cc1ccc(OCCOCCOc2ccc(Br)cc2/C=N\NC(=O)c2ccncc2)cc1
2 | . | 96 | NCCNC(=O)c1ccc(Cl)cc1
3 | 4 | 87 | CCc1c(O)nc(SCC(=O)N2CCCCC2)n(-c2ccccc2C)c1=O
4 | -11 | . | COc1ccccc1CC(=O)N1CCN(c2ccc([N+](=O)[O-])cc2)CC1
5 | 5 | 124 | O=C(CSCC(=O)N1CCCCC1)OCC(=O)c1c[nH]c2ccccc12

Gathered by group, those above with an aryl methoxy group.
item | HePTP inhibitor | BAP1 block | mol
4 | -11 | . | COc1ccccc1CC(=O)N1CCN(c2ccc([N+](=O)[O-])cc2)CC1
6 | -10 | 86 | CCCc1nnc(NC(=O)Nc2ccccc2OC)s1
7 | 6 | 76 | COc1ccc(C(=O)NC2CCCCC2)cc1S(=O)(=O)N1CCOCC1
8 | 12 | 89 | COc1cccc(-c2nc(CS(=O)(=O)CC(=O)N3CCN(C)CC3)c(C)o2)c1
10 | 5 | . | COc1ccc(NC(=O)NCCOc2cccc3ccccc23)cc1OC

(next part)
item | HePTP inhibitor | BAP1 block | mol
21 | 2 | 94 | Cc1ccc(-n2ncc3c(N4CCN(c5ccc(F)cc5)CC4)ncnc32)c(C)c1
22 | -10 | 64 | O=C(Cn1cnc2c(nnn2Cc2ccc(F)cc2)c1=O)NCc1ccco1
23 | -3 | 102 | CCN(CC)C(=O)Oc1ccc(NC(C)=O)cc1
24 | 1 | . | O=C1c2ccc(-c3nc4ccccc4c(=O)o3)cc2C(=O)N1c1nccs1
25 | -4 | . | Cc1c(NC(=O)c2cccs2)cccc1C(=O)O
26 | -3 | . | Cc1ccc2oc(C(=O)Nc3ccc([N+](=O)[O-])cc3Cl)c(C)c2c1
27 | 15 | . | COc1ccc(C2CC(C(F)(F)F)n3ncc(C(=O)Nc4cccc(C(C)O)c4)c3N2)cc1OC (stereo not drawn)
28 | 3 | . | COc1cccc2c(=O)c(C(=O)O)c[nH]c12
29 | . | 103 | C=CCn1c(-c2ccc(C)cc2)csc1=Nc1ccc(Cl)cc1
30 | -28 | . | O=C(O)CCCN1C(=O)/C(=C\c2ccco2)SC1=S
31 | 13 | . | O=C(Cn1c2ccccc2c(=O)c2ccccc21)N/N=C/c1ccc(N2CCCC2)c([N+](=O)[O-])c1
32 | -5 | 94 | Cn1c(=O)c2c(nc(NCCCN3CCOCC3)n2Cc2cccc(Cl)c2)n(C)c1=O
33 | 7 | . | CC(=O)c1cc2c(cc1[N+](=O)[O-])OCCO2
34 | 14 | . | CC(C)CN1C(=O)c2ccc(C(=O)Nc3cc(Cl)ccc3C(=O)O)cc2C1=O
35 | 4 | . | Cc1cc(=O)c2cc(Br)ccc2[nH]1
36 | 2 | 87 | CCC(C)C(NC(=O)C1CCC(C)CC1)C(=O)NC(C(=O)OC)C(C)C (stereo not drawn)
37 | -3 | . | CCCCOC(=O)C1[C@H]2C(=O)N(Cc3cccs3)C[C@]23C=C[C@H]1O3 (stereo partly drawn)
38 | 2 | 108 | Cn1c(=O)cc(OCCCC(=O)NCc2ccco2)c2ccccc21
39 | -5 | 109 | CC1Cc2nc(SCC(=O)N3CCc4ccccc43)n(C)c(=O)c2S1 (stereo not drawn)
40 | 8 | . | CCCCOP(=O)(OCCCC)C(Nc1ccccc1)c1ccc(OC)cc1 (stereo not drawn)
41 | 2 | . | COc1ccc(C(=O)NNC(=O)c2ccc(OC)cc2OC)cc1
42 | 8 | 109 | FC(F)(F)c1ccc(-n2ccnc2)nc1
43 | 4 | . | Cc1cccn2c(=O)c3cc(C(=O)NC4CCS(=O)(=O)C4)sc3nc12 (stereo not drawn)
44 | 6 | . | CC(C)CCNC(=O)c1ccccc1[N+](=O)[O-]
45 | -4 | . | COC(=O)c1c(-c2ccc(F)cc2)csc1NC(=O)C1CC=CCC1C(=O)O (stereo not drawn)
46 | 10 | 81 | Cc1cc(C(=O)OCC(=O)Nc2cc(C(F)(F)F)ccc2N2CCOCC2)c(C)o1
47 | 2 | . | Cc1ccc(C(=O)N/C(=C\c2ccc(-c3cccc([N+](=O)[O-])c3)o2)C(=O)NCCCN(C)C)cc1
48 | -1 | . | Clc1ccc(-c2noc(COc3ccc4ccccc4c3)n2)cc1
49 | 10 | 91 | Cc1cc(C)c(S(=O)(=O)N(C)CC(=O)N2CCCCC2)c(C)c1
50 | 7 | 105 | COc1cc(NS(=O)(=O)c2ccc(NC(=O)COc3ccccc3Cl)cc2)nc(OC)n1
51 | -6 | . | COc1cc(C=Nc2ccc(S(N)(=O)=O)cc2)ccc1O
52 | 1 | . | O=C(NCCc1ccc(F)cc1)C(=O)Nc1ccc(Cl)cc1
53 | -3 | 127 | Cc1cc(NC(=O)c2cncc(Br)c2)n(-c2ccccn2)n1
54 | -14 | 96 | Nc1nnc(N2CCc3ccccc32)s1
55 | -13 | . | CCOc1cc(C2Nc3ccc4ccccc4c3C3=C2CC(C)(C)CC3=O)ccc1O (stereo not drawn)
56 | 0 | 96 | Cc1ccc(C2CC(c3cccc(Br)c3)n3nc(N)nc3N2)cc1 (stereo not drawn)
57 | -5 | 105 | O=C(CN1CCC(O)(c2ccc3c(c2)OCO3)CC1)N1CCOCC1
58 | -4 | . | Cc1ccc([N+](=O)[O-])cc1Cc1ccc(Cl)cc1
59 | -1 | . | COc1cc(/C=C2/SC(=S)NC2=O)ccc1OCc1ccc(I)cc1
60 | 10 | . | COc1ccc(C2=CC=C(c3ccc(OC)cc3)C2)cc1
61 | 10 | 702 | c1ccc(Cn2c(-c3cccs3)nc3nc4ccccc4nc32)cc1
62 | -5 | 102 | N#Cc1c(N)nc2c(c1N)CC(=O)N2c1ccccc1-c1ccccc1
63 | -22 | . | COC(=O)CCN(C(=O)c1ccc(F)cc1)c1ccccn1
64 | 6 | 101 | CN(Cc1ccccc1)Cc1nc2c([nH]1)c(=O)n(C)c(=O)n2C
65 | 3 | 123 | Cn1c(NCCCO)nc2c1c(=O)n(Cc1ccccc1F)c(=O)n2C
66 | 9 | . | CCOc1ccc(S(=O)(=O)N(CC(=O)Nc2cccc(Cl)c2C)c2ccc(C)cc2)cc1
67 | 7 | 108 | CCCCCC(=O)N1CCN(CCN=CC2=C(O)CC(c3ccc(OC)cc3)CC2=O)CC1 (stereo not drawn)
68 | 1 | 105 | CCc1noc(C)c1C(=O)N1CC(C)OC(C)C1 (stereo not drawn)
69 | 7 | . | COc1ccc(/C=C/C(=O)Nc2c(C(C)C)cccc2C(C)C)cc1OC
70 | -13 | . | C=CCOc1ccc(C(c2c(C)[nH]n(-c3ccccc3)c2=O)c2c(C)[nH]n(-c3ccccc3)c2=O)cc1
71 | -2 | 98 | O=C(Nc1ccccc1C(F)(F)F)N1CCC(N2CCCCC2)CC1
72 | 0 | . | O=C(NCCCNc1ccc([N+](=O)[O-])cc1)c1cc(F)c(F)cc1Cl
73 | 7 | . | CN(C)CCNC(=O)/C(=N\O)c1ccccn1
74 | . | 102 | CC(NC(=O)c1ccc(N(C)S(=O)(=O)c2ccccc2)cc1)c1ccccc1 (stereo not drawn)
75 | -6 | . | CCc1ccc(C2(c3ccc(CC)cc3)CC2C(=O)Nc2nccs2)cc1 (stereo not drawn)
76 | 5 | . | COc1ccc(N(CC(=O)NCc2ccc(C)cc2)S(C)(=O)=O)cc1
77 | 8 | . | Cc1cc2nc(-c3ccc(C)c(NC(=O)c4ccc([N+](=O)[O-])cc4Cl)c3)oc2cc1C
78 | 8 | . | COc1ccccc1N1CCN(/N=C(\C)c2ccncc2)CC1
79 | 3 | . | Cc1ccccc1-n1c(O)c(C=Nc2ccc(Cl)cc2)c(=O)[nH]c1=O
80 | 6 | . | CCc1c(C)sc(NC(=O)C2CCCCC2)c1C(=O)OC(C)C

Going on with the list:
item | HePTP inhibitor | BAP1 block | mol
81 | 102* | . | O=C(O)CCN1C(=O)/C(=C/c2ccc(-c3ccc(Cl)cc3)o2)SC1=S
82 | -2 | 95 | CC1(C)Oc2ccc(C(=O)N3CCCC3)cc2N(CC(=O)NCc2ccccc2)C1=O
83 | 6 | 101 | Cc1ccc(CS(=O)(=O)Cc2ccc(C(=O)NCC3CCCO3)o2)cc1 (stereo not drawn)
84 | 11 | 53 | Cc1ccc(NC(=O)c2cnccn2)c(OC(F)F)c1
85 | 4 | . | CC1(C)Cc2c(c(N3CCCC3)nc3sc4c(N5CCN(CCO)CC5)ncnc4c23)CO1
86 | -16 | 92 | CCC(C)NC(=O)C1c2cc(OC)c(OC)cc2C(=O)N(C)C1c1ccc(OC)cc1 (stereo not drawn)
87 | 4 | . | O=C(c1ccc(OCc2ccccc2)cc1)N1CCN(c2ccc([N+](=O)[O-])cc2)CC1
88 | -1 | . | O=C(Nc1ccc(-n2nncc2-c2ccco2)cc1)c1cccc(F)c1
89 | -6 | 135 | COc1ccc(Cl)cc1NC(=O)CN(c1ccccc1)S(=O)(=O)N(C)C
90 | . | 110 | Cc1ccccc1Cn1c(NCc2ccco2)nc2c1c(=O)n(C)c(=O)n2C
91 | 2 | 113 | Cc1csc(SCC(=O)N2CCN(S(=O)(=O)c3ccc(Cl)cc3)CC2)n1
92 | -13 | . | O=C(Nc1cc(Cl)ccc1Cl)c1ccc(Cl)c(Cl)c1
93 | 6 | 133 | COC(=O)c1ccc(OCC(O)Cn2nnc3ccccc32)cc1 (stereo not drawn)
94 | 5 | 84 | CC(=O)c1cccc(NC(=O)Cn2cc3c(n2)CCCC3)c1
95 | -16 | . | CCOc1cc(/C=N\NC(=O)CNc2ccccc2C)cc(I)c1O
96 | -5 | 86 | Cc1nnc(NC(=O)CSc2nnc(Cc3cccn3C)n2CCc2ccccc2)s1
97 | -2 | . | CCC1CCCCN1S(=O)(=O)c1ccc(C)c(C)c1 (stereo not drawn)

4 compounds out of the list, ordered by number of heavy atoms, highest first:
item | HePTP inhibitor | BAP1 block | mol
85 | 4 | . | CC1(C)Cc2c(c(N3CCCC3)nc3sc4c(N5CCN(CCO)CC5)ncnc4c23)CO1
83 | 6 | 101 | Cc1ccc(CS(=O)(=O)Cc2ccc(C(=O)NCC3CCCO3)o2)cc1 (stereo not drawn)
81 | 102* | . | O=C(O)CCN1C(=O)/C(=C/c2ccc(-c3ccc(Cl)cc3)o2)SC1=S
94 | 5 | 84 | CC(=O)c1cccc(NC(=O)Cn2cc3c(n2)CCCC3)c1
